Bioassay records (PubChem)
TAG inh – triacylglycerol accumulation inhibition. 0.66% of 230,000 active. H9c2 cells, Nile Red lipid (TAG) fluorescence; cells loaded with 200 µM oleic acid. inhibition, % at 12.5 µM;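 active = pattern-corrected inhibition of lipid staining of at least 50% with the nuclear-stain viability signal not falling by more than 50%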;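 also: 0% = DMSO wells and 100% = triacsin C control wells; some results filed as inactive read as strong as hits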
TAG inh DAPI viability – second read-out of TAG inh, no call of its own (marks repeat the call); DAPI nuclei signal change (viability), lower = more cytotoxic, %;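 whole-well DAPI fluorescence read on a plate reader as a viability signal; minus 50 percent equals half of cells still viable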
* hit, by the source's call. These rows are one share of the data; rates above refer to the full screens.

Values in the order: TAG inh	TAG inh DAPI viability
- O=C(Cc1c[nH]c2ccccc12)N1CCN(S(=O)(=O)c2cccc(Cl)c2Cl)CC1
→ -64	2
- CCOc1ccc(OCC)c(NC(=O)CC2Oc3ccc(C)cc3NC2=O)c1 (stereo not drawn)
→ 6	4
- CCOC(=O)c1[nH]cnc1C(=O)Nc1cccc(Cl)c1
→ 4	-10
- COc1ccc(C(=O)NCC(=O)OCC(=O)c2ccc3c(c2)NC(=O)CO3)cc1
→ -2	6
- Cc1c(C(=O)NCc2ccccc2CN2CCCC2)oc2c(F)cccc12
→ -32	7
- CCN(CC)CCn1c2ccccc2c2cnc(N)c(C#N)c21
→ 2	4
- Cc1ccc(S(=O)(=O)N2CCOCC2)cc1NC(=O)COC(=O)c1cccnc1Cl
→ 0	-10
- CSCC[C@H](NC(=O)OC(C)(C)C)C(=O)NCC1CCC(C(=O)O)CC1 (stereo partly drawn)
→ -7	8
- COc1ccc(C(=O)Nc2ccnc(-c3cccnc3)n2)cc1
→ -20	-1
- Cc1ccc(Nc2nnc(SC(C)C(=O)NCC3CCCO3)s2)cc1 (stereo not drawn)
→ 8	1

Reformatted field by field: two of the compounds above
Cc1ccc(S(=O)(=O)N2CCOCC2)cc1NC(=O)COC(=O)c1cccnc1Cl
  TAG inh = 0 | TAG inh DAPI viability = -10
CSCC[C@H](NC(=O)OC(C)(C)C)C(=O)NCC1CCC(C(=O)O)CC1 (stereo partly drawn)
  TAG inh = -7 | TAG inh DAPI viability = 8

Remaining list, next part:
Values in the order: TAG inh	TAG inh DAPI viability
- COc1ccccc1C(CC(=O)O)c1ccc2c(c1)OCO2 (stereo not drawn)
→ 8	-7
- CCN(Cc1ccncc1)C(=O)C1CCC(=O)N(Cc2ccc(Cl)cc2)C1 (stereo not drawn)
→ 11	-1
- CC1=C(C(=O)N(C)C)CC(CC(=O)NCC2CCCCC2)C(=O)N1CCCN1CCCC1=O (stereo not drawn)
→ -3	-5
- CC1(C)CCC(=O)c2ccccc21
→ 2	1
- C/C(CC(=O)Nc1ccc2c(c1)OCO2)=N\NC(=O)OC(C)(C)C
→ 5	6
- CCOC(=O)Cc1csc(NC(=O)c2cc(=O)c3ccccc3o2)n1
→ -4	5
- CNC(=O)c1ccc(NC(=O)C2CCN(c3ncnc4sc(C)c(C)c34)CC2)cc1
→ 1	4
- O=C(CN1CCN(Cc2ccc(F)cc2Cl)C1=O)NCCc1ccc(Cl)cc1
→ 14	7
- C[C@@H]1CN([C@H](C)CO)C(=O)CCCn2nncc2CO[C@H]1CN(C)Cc1cccc(C(F)(F)F)c1
→ -6	7
- CC1CCCN(C(=O)COC(=O)CNC(=O)c2sc3ccccc3c2Cl)C1 (stereo not drawn)
→ -10	-3
- Cc1cccc(NC(=O)CC2C(=O)NCCN2C(=O)Nc2ccc(Cl)cc2)c1 (stereo not drawn)
→ 15	8
- CCOC(=O)C1(CCOc2ccccc2)CCN(C(=O)c2cncs2)CC1
→ 4	-10
- COc1ccc(-c2ccc(C(=O)N3CCOCC3)c3occc23)c(C)c1
→ -9	-1
- CC(CCc1ccco1)NC(=O)CSc1cc(=O)n(C)c2ccccc12 (stereo not drawn)
→ 5	6
- O=C(NC1CCCCC1)N1CCSC1=Nc1ccccc1
→ -4	0
- CN(Cc1cccs1)C(=O)CCNS(=O)(=O)c1ccc(Br)cc1
→ -10	-4
- C=CCn1c(O)c(C2=c3ccccc3=NC2=O)s/c1=N/c1nccs1
→ 25	-2
- CCc1ccc(OCCNC(=O)c2ccccc2SCc2ccccc2)cc1
→ 20	-1
- Brc1ccsc1/C=N/Nc1ccccc1
→ 9	-7
- O=C(CSc1nncs1)Nc1ccc2c(c1)OCO2
→ -12	8

Full records as entered above.
`CSCC[C@H](NC(=O)OC(C)(C)C)C(=O)NCC1CCC(C(=O)O)CC1` (stereo partly drawn) is listed as TAG inh = -7; TAG inh DAPI viability = 8
`Cc1c(C(=O)NCc2ccccc2CN2CCCC2)oc2c(F)cccc12` is listed as TAG inh = -32; TAG inh DAPI viability = 7
`CCN(CC)CCn1c2ccccc2c2cnc(N)c(C#N)c21` is listed as TAG inh = 2; TAG inh DAPI viability = 4

More structures:
Values in the order: TAG inh	TAG inh DAPI viability
- COc1ccccc1NC(=O)C(=O)N1CCCC1
→ 0	1
- C/C(=N/NS(=O)(=O)c1ccc(Br)cc1)c1ccc(NC(=O)c2ccc(C)o2)cc1
→ -17	14
- CCCCN(C(=O)CSCc1ccc(C)cc1)c1c(N)n(Cc2ccccc2)c(=O)[nH]c1=O
→ -10	0
- O=C(CCSc1nc(-c2ccc3c(c2)OCO3)cc(C(F)(F)F)n1)NCc1ccccc1
→ 22	22
- CCOC(=O)C1(Cc2cccc(F)c2)CCN(Cc2ccc(COC)o2)CC1
→ -3	4
- COc1ccccc1NC(=O)C1CCCCC1
→ 2	-6
- Cc1cc(C)c2sc(N(CCCN(C)C)C(=O)CN3C(=O)c4ccccc4C3=O)nc2c1
→ 7	5
- Cc1ccc(NC(=O)c2nc[nH]c2C(=O)NCC(=O)OC(C)(C)C)cc1
→ 27	-7
- O=C(CSc1nc(-c2ccc(F)cc2)nc2ccc(F)cc12)Nc1cccc(C(=O)O)c1
→ 4	-2
- Cc1ccc(C)c(OCc2cc(C(=O)N(C)Cc3nccn3C)no2)c1
→ 7	1

A draw from above in order of molar mass, high to low:
Values in the order: TAG inh	TAG inh DAPI viability
- CCCCN(C(=O)CSCc1ccc(C)cc1)c1c(N)n(Cc2ccccc2)c(=O)[nH]c1=O
→ -10	0
- CSCC[C@H](NC(=O)OC(C)(C)C)C(=O)NCC1CCC(C(=O)O)CC1 (stereo partly drawn)
→ -7	8
- Cc1ccc(NC(=O)c2nc[nH]c2C(=O)NCC(=O)OC(C)(C)C)cc1
→ 27	-7
- COc1ccccc1C(CC(=O)O)c1ccc2c(c1)OCO2 (stereo not drawn)
→ 8	-7

Next part:
Values in the order: TAG inh	TAG inh DAPI viability
- CCOC(=O)[C@H]1[C@H]2COc3ccccc3[C@@H]2N2C(=O)c3cc(Br)ccc3NC(=O)[C@@]12C
→ 11	-10
- Cc1ccc(CN(C)C(=O)CSc2nnc3n2CCCCC3)c(C)c1
→ 10	-6
- COc1ccc(Cn2c(C)ccc2C)cc1
→ 3	16
- CC(C)SCc1cc(N2CCCC2)nc(-c2ccccc2)n1
→ -13	0
- Cn1c(SCC(=O)Nc2ccc3c(c2)OCO3)nnc1C(F)(F)F
→ -7	-5
- CC1(C)Cc2nc(N)c(C(=O)NCCO)cc2CO1
→ 12	-7
- Cn1c(N2CCCC2)nc2c1c(=O)n(Cc1ccc(F)cc1)c(=O)n2C
→ -30	3
- COC(=O)c1cc2c(cc1Cl)N1CCCCCC1=NS2(=O)=O
→ -4	20
- COc1cc(NC(=O)C2CCN(S(=O)(=O)c3cccs3)CC2)c(C(=O)O)cc1OC
→ -3	11
- CCn1c(NC(=O)c2cccs2)c(-c2cccs2)c(=O)c2ccccc21
→ 11	-3
- COc1ccc(Br)cc1/C=N/NC(=O)Cn1nnnc1N
→ -6	6
- CCN(CC)C(=O)c1cc2c(=O)c3cc(Cl)ccc3oc2nc1C
→ 12	-1
- CC(C)CN(C(=O)C(C)N1C(=O)c2ccccc2C1=O)c1c(N)n(Cc2ccccc2)c(=O)[nH]c1=O (stereo not drawn)
→ 4	-3
- COc1cc(NC(=O)CSc2nc(=O)n(CCN3CCOCC3)c3c2CCCC3)cc(OC)c1
→ -6	3
- CC(Sc1n[nH]c(-c2cccs2)n1)C(=O)N1CCCC1 (stereo not drawn)
→ -10	4
- Cn1c(=O)c2[nH]c(CCc3ccncc3)nc2n(C)c1=O
→ -1	2
- C[C@H](Nc1ccc(C(F)(F)F)cc1[N+](=O)[O-])C(=O)O
→ 4	-11
- N#Cc1ccc(C(=O)OCC(=O)N2CCCCCC2)cc1
→ -2	6
- CN(CC(=O)Nc1c(Cl)cccc1Cl)C(=O)CCc1nc2sc3c(c2c(=O)[nH]1)CCCC3
→ 1	11
- CC(O)[C@H]1CNC(=O)C(=O)N1CC(C)(C)C (stereo partly drawn)
→ -4	-11
- CCOC(=O)c1ccc(-n2c(CN3CCN(CC)CC3)nc3ccc([N+](=O)[O-])cc3c2=O)cc1
→ 7	7
- CC(C)(C)CN1C(N)=NC[C@@H]1Cc1ccccc1
→ -31	10
- O=C(Nc1ccc2ccccc2n1)Nc1cccs1
→ 10	-7
- CCOC(=O)C1=C(CSc2nc(-c3ccccc3)ccc2C#N)OC(N)=C(C#N)C1c1ccccc1 (stereo not drawn)
→ -28	7
- C=C1CCN([C@@H](CC(C)C)C(=O)NN2CCOCC2)S(=O)(=O)c2ccccc21
→ 2	5
- O=C(OCC(=O)N1CCCCC1)c1n[nH]c(=O)c2ccccc12
→ -14	3
- COc1ccc(NC(=O)C2CCN(S(=O)(=O)c3ccc(OC)c(OC)c3)CC2)c(OC)c1
→ 8	-1
- Cc1c(CCOC(=O)C23CC4CC(CC(C)(C4)C2)C3)sc[n+]1CC(=O)c1ccccc1
→ -2	7
- O=C(NCC(=O)N1CCN(C/C=C/c2ccccc2)CC1)c1ccc(Br)cc1
→ -14	-4
- COc1ccccc1C(=O)NCCC(=O)Nc1ccncc1
→ 4	3

Further records.
molecule	TAG inh	TAG inh DAPI viability
O=C(COc1ccccc1Cl)NCCC1=CCCCC1	4	7
CC1CCc2c(sc3ncn(CC(=O)N4CCCCC4)c(=O)c23)C1 (stereo not drawn)	-2	-3
CNC(=O)[C@@]1(Cc2ccccc2)C=C[C@@H](C)N1C(C)=O	6	-9
CCN(c1ccc(NC(=O)COC(=O)C2CCN(c3ccc(C(F)(F)F)cn3)CC2)cc1)C(C)C	1	1
Cc1ccc(S(=O)(=O)N/N=C2/CC(c3ccccc3)Oc3ccccc32)cc1[N+](=O)[O-] (stereo not drawn)	0	9
CC(OC(=O)c1cccc(-n2cnnn2)c1)C(=O)c1ccccc1 (stereo not drawn)	13	4
O=C1C(C2=NC(C(=O)O)C3C(=O)N(c4ccc(Cl)cc4)C(=O)C23)=C(O)c2ccccc21 (stereo not drawn)	-8	10
C(=N/N1CCN(c2ccccc2)CC1)/c1ccncc1	0	-3
COc1ccc(/C=N/NC(=O)C2C3CCCCC32C)cc1OC (stereo not drawn)	6	-3
O=C(NCc1cccs1)C1CCCN(S(=O)(=O)c2cnc[nH]2)C1 (stereo not drawn)	-1	7
S=C1NC[C@H](Cc2cccc3ccccc23)N1CC1CCCCC1	-19	3
CCOc1ccc(OCCC(=O)N(CC(C)C)c2c(N)n(Cc3ccccc3)c(=O)[nH]c2=O)cc1	5	-9
CCCOc1ccc(/C=N/NC(=O)C(C)Sc2ccccn2)cc1OCC (stereo not drawn)	19	-7
COc1ccc(C(C#N)N2N=C(C)CC2(C)C)cc1 (stereo not drawn)	3	8
COc1cc(-c2[nH]ncc2CN2CCCC2c2nonc2C)cc(OC)c1OC (stereo not drawn)	7	-4
CCNc1oc(COc2cccc(C)c2)nc1C#N	6	8
CCNC(=O)C1(C)CCN1C(=O)Cc1ccc(C(C)C)cc1 (stereo not drawn)	9	-4
Cc1cccc(C(C)C)c1NC(=O)COC(=O)C1CC(=O)N(Cc2ccccc2)C1 (stereo not drawn)	11	4
NC(=O)CSc1nc2cc(S(=O)(=O)N3CCOCC3)ccc2o1	-7	3
Cc1ccc(Oc2ccccc2NC(=O)CSCC(=O)Nc2cc(C)on2)cc1	6	0
CCN(CC(=O)Nc1ccc2c(c1)OCCO2)C(=O)CCc1ccccc1Cl	-4	0
CSCCC(NC(=O)COc1ccccc1)C(=O)N(C)CC(=O)Nc1ccc(C)cc1 (stereo not drawn)	-3	0
Cc1cccc(CC(=O)Nc2cc(=O)n(C)c(=O)n2C)c1	1	-5
C[n+]1ccc(/C=C/c2ccc(Br)cc2)cc1	-2	18
COc1ccc2cc(C(=O)C3CCCN(Cc4cnc(N5CCOCC5)s4)C3)ccc2c1 (stereo not drawn)	-13	50
CN(C)S(=O)(=O)c1cc(NC(=O)COC(=O)CC2Sc3ccccc3NC2=O)ccc1Cl (stereo not drawn)	2	-6
COc1ccc(N=C2C(=O)N3c4c(cccc42)C(C)=CC3(C)C)cc1	26	-27
COC(=O)c1c(C)oc2ccc(NS(=O)(=O)c3cc(OC)ccc3OC)cc12	-9	12
NNC(=O)Cc1cc(=O)[nH][nH]1	1	1
Cc1ccc(-c2nc(CS(=O)(=O)CC(=O)N3CCCCCC3)c(C)o2)cc1	3	4
Cc1[nH]n(-c2ccccc2)c(=O)c1C=NCC1CCCO1 (stereo not drawn)	6	7
CCCc1cc(=O)[nH]c(SCC(=O)C(C)(C)C)n1	8	1
O=[N+]([O-])c1cc([N+](=O)[O-])c(Oc2cc(F)ccc2F)cc1NN1CCCCC1	5	-1
CCC(C(=O)NN1C(=O)c2ccccc2C1=O)c1ccccc1 (stereo not drawn)	-6	2
O=S(=O)(NCc1ccco1)c1cccc2cccnc12	-2	-6
Cc1ccc(C(=O)Nc2nnc(-c3ccco3)o2)cc1C	40	-31
COC(=O)c1cnc(SCc2ccc(Cl)cc2)n1C	1	-6
CC(OC(=O)/C=C/c1ccc2ccccc2n1)C(=O)Nc1ccc(S(N)(=O)=O)cc1 (stereo not drawn)	8	1
CCC1CCCCN1CCCNC(=O)CCCNC(=O)Cn1cnc2sc3c(c2c1=O)CCCC3 (stereo not drawn)	9	4
CN(NC(=O)c1ccc(Cl)cc1)c1ncc(C(F)(F)F)cc1Cl	-12	1
COc1cc(-c2cnc3c(NC=O)cc(-c4ccc(C)cc4)cn23)cc(OC)c1OC	27	-23
COc1ccc(NC(=O)c2cc(C)on2)cc1	14	-4
CC(NC(=O)COC(=O)CSCc1ccccc1)c1ccccc1 (stereo not drawn)	-10	5
Cc1ccc(Cn2c(Sc3ncccn3)nc3c2c(=O)[nH]c(=O)n3C)cc1	20	-17
Cc1ccc(S(=O)(=O)Cn2nnnc2C(CC(C)C)N2CCN(C)CC2)cc1 (stereo not drawn)	1	9
CN(C(=O)c1cccc(Cl)c1)C1CCCN(Cc2ccccc2F)C1 (stereo not drawn)	-8	-2
CC1(c2ccccc2)NC(=O)N(CC(=O)Nc2ccccc2N2CCCCC2)C1=O (stereo not drawn)	-47	2
